Compound activity from PubChem BioAssay.
SENP7 inh = SENP7 protease inhibition; AID 434973; 330,000 compounds, 1.5% hits; inhibition, % at 5 µM; recombinant SENP7, Z-RLRGG-aminoluciferin luminescence, 40 min;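 active = inhibition above about 50% at the single test dose, limit read from the data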;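 also: plate controls were DMSO with enzyme for no effect and no enzyme buffer wells for full effect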
SENP1 inh = blocks the human SENP1 SUMO protease catalytic domain | inhibition, % at 10 µM | 360,000 compounds, 0.21% hits | recombinant SENP1 catalytic domain, CyPet-SUMO1-YPet FRET cleavage | Q9P0U3;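 active = inhibition at least 30% at 10 µM, raw YFP signal under a set limit, fluorescence ratio 0.5 to 1.5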;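 also: 0% = enzyme with DMSO and 100% = no enzyme wells; some results filed as inactive read as strong as hits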
Target sequence (Q9P0U3 419-644 limits assumed): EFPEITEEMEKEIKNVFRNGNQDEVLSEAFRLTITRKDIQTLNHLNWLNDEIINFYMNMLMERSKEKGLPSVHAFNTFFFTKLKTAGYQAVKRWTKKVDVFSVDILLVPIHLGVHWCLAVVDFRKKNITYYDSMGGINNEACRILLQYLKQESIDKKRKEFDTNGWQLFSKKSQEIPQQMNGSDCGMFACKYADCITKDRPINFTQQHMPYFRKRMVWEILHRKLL
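system = hSENP1 catalytic domain, recombinant | reagent = SFCypet-SUMO1-SFYpet substrate at 25 nM | doses = one dose per compound, 10 µM, 0.5% DMSO | incubation = enzyme reaction for 50 min at room temperature, dark | measured by = FRET, CFP and YFP emission | controls = no-enzyme low, enzyme-DMSO high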
SENP6 inh = SENP6 protease inhibition. Recombinant SENP6 catalytic domain, aminoluciferin luminescence. 330,000 compounds, 1.8% hits. Q9GZR1. inhibition, % at 10 µM;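 active = inhibition above about 50% at the single tested dose, limit read from the data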;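 also: plate controls were DMSO wells with enzyme for no effect and DMSO wells lacking enzyme for full effect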
A3G deaminase = blocks human APOBEC3G single-stranded DNA deamination; Q9HC16; recombinant A3G, ssDNA deamination FAM/TAMRA fluorescence; inhibition, % at 20 µM; 330,000 compounds, 0.28% hits; AID 493012;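 active = inhibition of at least 40% at 20 µM, with no more than 30% in the related APOBEC3A deaminase screen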;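 also: plate controls were DMSO wells with A3G for no effect and wells lacking A3G enzyme for full effect; some compounds called inactive have numbers as strong as hits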
Target sequence (Q9HC16 whole entry, looked up): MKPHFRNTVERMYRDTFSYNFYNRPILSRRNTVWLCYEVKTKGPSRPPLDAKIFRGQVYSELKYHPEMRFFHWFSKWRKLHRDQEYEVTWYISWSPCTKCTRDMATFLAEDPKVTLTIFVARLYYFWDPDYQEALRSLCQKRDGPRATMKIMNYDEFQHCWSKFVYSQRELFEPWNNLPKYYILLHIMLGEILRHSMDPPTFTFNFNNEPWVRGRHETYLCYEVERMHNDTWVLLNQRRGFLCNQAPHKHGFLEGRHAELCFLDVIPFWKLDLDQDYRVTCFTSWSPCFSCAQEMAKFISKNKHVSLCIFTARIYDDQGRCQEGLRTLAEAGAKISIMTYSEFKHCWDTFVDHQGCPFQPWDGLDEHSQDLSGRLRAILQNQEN
SENP8 block-1 = inhibitors of human SENP8 protease. Q96LD8. recombinant SENP8, Nedd8 substrate fluorescence. inhibition, % at 20 µM. 360,000 compounds, 0.64% hits. AID 602440; in the data active = inhibition mostly above about 40%, no sharp cut-off; inactive = mostly below about 27%
Target sequence (Q96LD8 whole entry, looked up): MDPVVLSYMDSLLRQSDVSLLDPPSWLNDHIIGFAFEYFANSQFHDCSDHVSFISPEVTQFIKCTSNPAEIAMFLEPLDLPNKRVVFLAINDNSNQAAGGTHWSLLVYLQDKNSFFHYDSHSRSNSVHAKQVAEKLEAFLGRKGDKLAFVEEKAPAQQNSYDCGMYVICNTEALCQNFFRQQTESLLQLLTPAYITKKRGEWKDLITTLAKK
Apaf1 inhib = inhibitors of human Apaf-1 apoptosome | O14727 | reconstituted apoptosome caspase-3 activity, DEVD-Rh110 fluorescence | inhibition, % at 20 µM | 330,000 compounds, 0.71% hits; active = inhibition of at least 40% at 20 µM;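 also: plate controls were DMSO wells for no effect and DEVD-CHO caspase inhibitor wells for full effect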
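Assay system – apoptosome proteins · Medium – Hepes buffer, pH 7.5 · Also added – cytochrome c with DEVD-Rh110 · Timing – 30 min compound preincubation, 50 min activation, room temperature · Detection – Rh110 fluorescence, excitation 480 nm, emission 540 nm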
SENP8 block-2 = inhibitors of human SENP8 protease | inhibition, % at 10 µM | AID 2540 | 330,000 compounds, 1.2% hits | purified SENP8, Z-RLRGG-aminoluciferin cleavage, luminescence; in the data active = inhibition above about 50%
UBC13 polyUb = inhibitors of human UBC13 polyubiquitin chain formation; 330,000 compounds, 0.47% hits; TR-FRET; P61088; inhibition, % at 20 µM; in the data active = inhibition above about 45%, passing the limit was not always enough; inconclusive = no clear call, values can overlap the other calls
Target sequence (P61088 whole entry, looked up): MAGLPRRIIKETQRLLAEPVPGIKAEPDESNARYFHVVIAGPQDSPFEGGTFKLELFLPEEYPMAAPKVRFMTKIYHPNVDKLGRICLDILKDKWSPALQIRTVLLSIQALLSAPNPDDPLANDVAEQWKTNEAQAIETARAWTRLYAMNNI
Starred values were filed as active, the others as inactive; i = inactive; ? = inconclusive; nt = no result given; & = joins results of further samples. Random draw from the library. About 3.6% of those tested had a hit in this group.

SMILES	SENP7 inh	SENP1 inh	SENP6 inh	A3G deaminase	SENP8 block-1	Apaf1 inhib	SENP8 block-2	UBC13 polyUb
O=C(Nc1ccccc1-c1ccccc1)C1CCCCC1	2	0	12	-3	15	-8	4	-3
COc1ccc(CCNC(=O)CSc2nccc(=O)[nH]2)cc1OC	4	3	5	-5	7	-7	4	6
Cc1ccc(-n2ncc3c2CC(C)(C)CC3NC(=O)c2ccccn2)cc1 (stereo unspecified)	5	-1	-3	-6	9	14	-8	7
O=c1cc(-c2ccc(F)cc2)[nH][nH]1	6	3	-1	-2	28	50*	-6	-14
CCOC(=O)C1CCCN(C(=O)c2cccc(S(=O)(=O)N3CC(C)OC(C)C3)c2)C1 (stereo unspecified)	1	-1	-9	-9	2	-22	1	3
CCCCNC(=O)O/N=C(\N)CS(=O)(=O)C(C)(C)C	-1	1	1	-4	7	-15	-6	4
CCOC(=O)C1CCCN(c2c(N3CCN(c4cccc(Cl)c4)CC3)c(=O)c2=O)C1 (stereo unspecified)	-6	4	-5	-7	21	5	9	0
COc1ccc(C(=O)Nc2ccnn2C2CCN(C(C)CSC)CC2)cc1 (stereo unspecified)	5	-26	-2	-8	14	-4	-3	10
Cc1ccc(NC(=O)N(Cc2ccco2)C(C)c2ccco2)cc1C (stereo unspecified)	1	-2	3	-6	2	-8	7	-4
CCCCCCSc1ccc(-c2nc3ccc(C)cn3c2NCc2ccccc2)cc1	2	-25&-18	1	12	i	32	7	24
COc1ccc(C2C(C#N)=C(C)NC(C)=C2C#N)c(OC)c1	3	3	-10	-1	-152	1	-7	-11
Cc1cc(NC(=O)COC(=O)c2ccccc2Cl)no1	7	1	-4	-8	14	-7	8	8
CCc1ccc(NC(=O)Nc2ccncc2)cc1	-1	1	-11	-7	2	0	-1	1
COc1ccc(NC(=O)CN2C(=O)NC3(CCCCCC3)C2=O)cc1Cl	3	3	-20	-3	14	-2	8	2
CCc1c(O)nc(SCC(=O)Nc2ccc(Br)cc2)n(-c2ccc(C)cc2)c1=O	14	3	-9	-4	6	14	-2	-7
CCN(CC)CCN(Cc1cc2cc(C)ccc2[nH]c1=O)C(=O)Nc1ccccc1OC	-13	2	-7	-6	-30	11	-7	-2
COc1cccc(NC(=O)CN(C)C(=O)c2cc(-c3ccccc3)nn2-c2ccccc2)c1	-3	-1	-2	-1	7	13	5	-2
CC(c1ccco1)N(C(=O)C12CC3CC(CC(C)(C3)C1)C2)c1ccccn1 (stereo unspecified)	-5	1	-22	-2	30	16	4	0
CN1C(=O)/C(=C/c2coc3ccc(O)cc3c2=O)SC1=S	80*	10	79*	2	23	-10	56*	-5
CCOC(=O)C1(Cc2ccccc2)CCN(Cc2cnc(N3CCOCC3)s2)CC1	-5	1	-14	-5	-3	11	-5	-4

Pulled by compound from the list above, six records:
SMILES	SENP7 inh	SENP1 inh	SENP6 inh	A3G deaminase	SENP8 block-1	Apaf1 inhib	SENP8 block-2	UBC13 polyUb
CCc1ccc(NC(=O)Nc2ccncc2)cc1	-1	1	-11	-7	2	0	-1	1
COc1cccc(NC(=O)CN(C)C(=O)c2cc(-c3ccccc3)nn2-c2ccccc2)c1	-3	-1	-2	-1	7	13	5	-2
COc1ccc(C(=O)Nc2ccnn2C2CCN(C(C)CSC)CC2)cc1 (stereo unspecified)	5	-26	-2	-8	14	-4	-3	10
Cc1ccc(NC(=O)N(Cc2ccco2)C(C)c2ccco2)cc1C (stereo unspecified)	1	-2	3	-6	2	-8	7	-4
CCN(CC)CCN(Cc1cc2cc(C)ccc2[nH]c1=O)C(=O)Nc1ccccc1OC	-13	2	-7	-6	-30	11	-7	-2
CCOC(=O)C1(Cc2ccccc2)CCN(Cc2cnc(N3CCOCC3)s2)CC1	-5	1	-14	-5	-3	11	-5	-4

Carrying on:
SMILES	SENP7 inh	SENP1 inh	SENP6 inh	A3G deaminase	SENP8 block-1	Apaf1 inhib	SENP8 block-2	UBC13 polyUb
CCCCN(C(=O)C1CCN(C(=O)c2ccccc2C)CC1)c1c(N)n(CCC)c(=O)[nH]c1=O	0	0	1	-9	-8	-3	-11	0
Cc1ccc(C(=O)c2ccccc2C(=O)OCC(=O)NCCc2ccccc2)cc1	-5	-4	-15	1	4	12	-9	4
COc1cccc(OCc2cc(/C=N/Nc3ccc(C(=O)O)cc3)ccc2OC)c1	11	-2	87*	-5	-201	-7	80*	-10
CCC(C)NC(=O)C1c2cc(OC)c(OC)cc2C(=O)N(C)C1c1ccc(OC)cc1 (stereo unspecified)	5	3	-8	2	16	5	1	5
COc1ccc(-c2cc(=Nc3ccc(C)cc3)c3ccccc3o2)cc1	-5	-2	-3	-11	5	23	-8	-13
CC1CCN(c2nc3ccccc3n2CC(=O)c2ccccc2)CC1	5	-2	6	-4	7	0	-5	1
CCOC(=O)N1CCN(S(=O)(=O)c2ccc(C)c(C(=O)NC3CCCCC3)c2)CC1	-2	2	-11	-8	8	-1	0	4
COC(=O)C1=C(C)NC(=S)NC1c1ccc(-c2cc(Cl)ccc2Cl)o1 (stereo unspecified)	3	-5	-12	-6	-4	-5	5	18
CCOc1ccc(NC(=O)NNC(=O)COc2ccc3ccccc3c2)cc1	-3	2	-4	-4	0	2	6	2
CCN1C(=O)/C(=C/C=C2/Sc3ccccc3N2CCO)SC1=S	7	13	21	-3	30	-4	13	3
O=S1(=O)CCC(SCc2nc3sccn3c2Br)C1 (stereo unspecified)	-8	4	2	-5	1	-24	4	3
CC(C)Oc1ccc2nnnn2n1	-3	-1	3	0	18	-4	-1	6
CCn1ncc(/C=C/C(=O)Nc2c(C)nn(Cc3ccc(Cl)cc3Cl)c2C)c1C	-5	-1	1	-3	16	22	-4	-16
Cc1nc2c(C)cccn2c(=O)c1NC(=O)c1ccc2c(c1)OCO2	-9	0	-8	-2	-89	5	-3	14
CC1CCN(C(=O)c2[nH]cnc2C(=O)N[C@H](C)c2ccccc2)CC1	7	1	-1	-4	6	3	2	5
Cc1ccc(NC2CCCN(C(=O)c3ccc(F)cc3)C2)cc1C (stereo unspecified)	17	-1	5	-7	18	1	-4	-6
CCN(CC)S(=O)(=O)c1cccc(C(=O)OCC(=O)Nc2ccc3c(c2)c2ccccc2n3CC)c1	-1	24	-12	-9	-151	6	0	-2
COc1ccc2c(c1)C(=C(C#N)C#N)C(=O)N2CCc1ccccc1	4	0	-11	-8	17	16	0	-10
O=C(NN1C(=O)/C(=C/c2cccc(O)c2)SC1=S)c1ccccc1O	6	2	0	-3	0	9	3	-5
COc1cc(NC(=O)C2CCCN(S(=O)(=O)c3ccc4c(c3)oc(=O)n4C)C2)cc(OC)c1 (stereo unspecified)	-7	1	4	-13	19	7	-7	15
COC(=O)[C@@]1(Cc2ccccc2)[C@H]2C(=O)N(Cc3ccccc3)C(=O)[C@H]2[C@H]2CN=C(SCc3ccccc3)N21	9	-1	nt	1	0	20	nt	nt
Cc1cc(C)n(/N=C\c2c(O)ccc3ccccc23)c(=O)c1C(N)=O	7	-26	13	6	-11	9	1	-7
COc1ccccc1CNC(=O)CN1C(=O)NC(c2ccccc2)(c2ccccc2)C1=O	3	0	4	-6	-1	8	5	?
CC(C)(C)c1ccc(OCC(=O)N2CCN(c3ccccn3)CC2)cc1	3	2	6	-3	-5	15	-8	-6
CC1=C(C(=O)OC2CCCCC2)C(c2ccccc2)NC(=O)N1 (stereo unspecified)	-3	0	7	-1	16	5	-2	0
CC(=O)C1=NOC2C(=O)N(c3ccccc3)C(=O)C12 (stereo unspecified)	-8	2	-4	-6	9	-6	-1	4
COc1ccc(NC(=O)Cn2c(=O)n(CC(=O)NCc3ccco3)c(=O)c3ccccc32)cc1	-1	0	22	0	13	5	8	-1
O=C(O)c1cc2[nH]c3c(c2cc1Cl)CCCC3	0	2	-12	-3	-26	6	11	-1
Cc1nc(Cl)c(C(=O)NCCc2ccccc2)c(C)c1[N+](=O)[O-]	-9	1	-7	-6	0	12	-10	-4
C=CCn1c(SCC(=O)c2cc(C)n(Cc3cccs3)c2C)nnc1-c1ccncc1	3	-11	-12	2	-6	7	0	-5
CC(C)c1nnc(SCC(=O)N2CCOCC2)n1C	-2	2	8	-4	8	-7	5	4
Cc1onc(-c2ccccc2Cl)c1C(=O)Nc1ccc(-n2nncc2-c2ccco2)cc1	-1	-1	13	-6	-5	-2	-3	1
O=C(Nc1nccs1)c1csc2c1CCCC2	-7	1	-8	-2	12	15	-11	7
CCNC(=O)CN(Cc1ccccc1)S(=O)(=O)c1ccccc1	-14	2	-10	-6	2	-29	-5	1
CCCNC(=O)NS(=O)(=O)c1cnccc1Sc1ccc(Cl)c(Cl)c1	9	0	-24	-2	13	-4	-5	-18
CN(C)S(=O)(=O)c1ccc(S(=O)(=O)NCc2cccs2)cc1	-1	-1	9	-2	14	-5	0	0
COc1ccc(N2CCN(C(=O)C3CC(=O)N(c4ccc(C)cc4)C3)CC2)cc1 (stereo unspecified)	-1	1	-11	-3	14	-4	-5	-6
Cc1cc(S(=O)(=O)N2CCN(c3ccccc3O)CC2)c(C)s1	1	1	-18	0	3	8	-1	8
C=C(C)c1cccc(C(C)(C)NC(=O)NCc2ccc(OC)c(OC)c2)c1	3	0	-3	-1	16	-7	-1	15
Cc1cc(NC(=O)C2CC(=O)N(c3cccc(C)c3C)C2)no1 (stereo unspecified)	-4	-1	-8	-3	7	-2	-12	-5
O=C(NCCc1ccc(F)cc1)C(=O)Nc1cc2c3c(c1)CC(=O)N3CCC2	4	0	-19	0	20	13	-3	-7
O=C(Nc1cc(C(F)(F)F)ccc1N1CCOCC1)c1cn2ccccc2n1	2	-1	-1	1	-39	0	1	18
CC(C)NC(=O)C(=O)NNC(=O)C12CC3CC(CC(C3)C1)C2	-5	3	-8	0	10	-2	4	-4
COCCNC(=S)Nc1ccccn1	2	2	-12	-5	2	-5	0	-8
C/C(=N\NC(=O)c1cccnc1)c1cccc([N+](=O)[O-])c1	0	1	-3	0	18	0	-4	4
CCCNS(=O)(=O)c1ccc(C(=O)NCC2CCCO2)cc1 (stereo unspecified)	-11	1	-32	-7	4	0	-8	3
CCCN1CCN(C(c2cc3cc4c(cc3[nH]c2=O)OCO4)c2nnnn2C(C)(C)C)CC1 (stereo unspecified)	3	-17	-6	1	i	-12	5	3
Cc1cc(=O)n2c3c(sc2n1)C(=O)N(Cc1ccccc1)C3=O	1	nt	1	8	nt	-13	0	1
Cc1cc(-c2ccc(C)c(S(=O)(=O)NCC3CCN(Cc4ccc(F)cc4)CC3)c2)on1	0	-1	-4	-3	11	6	9	14
O=C(Nc1ccc(Br)cc1)C1CC(c2c(F)cccc2Cl)=NO1 (stereo unspecified)	-1	0	-3	-7	20	3	6	2
CC(=O)Nc1ccc(NC(=O)COC(=O)[C@@H](NC(=O)c2ccc(F)cc2)C(C)C)cc1	1	0	5	-2	8	16	8	-5
Cc1cc(C)cc(NS(=O)(=O)c2cc3[nH]c(=O)c(=O)[nH]c3cc2C)c1	6	1	13	2	-67	-4	3	1
Cc1cc(N/N=C/c2ccccc2)nc(N)n1	1	4	17	-7	7	-17	-6	20
O=C(NC1CCN(Cc2ccccc2)CC1)C1CCN(S(=O)(=O)c2cccc3cccnc23)CC1	1	-3	1	-6	10	3	1	7
C=CCc1cc(C)ccc1OCCOCCn1ccnc1	2	2	0	-2	11	9	0	0
CCOC(=O)C1(CC2CC2)CCN(Cc2cnc(N(C)C)s2)CC1	4	0	5	-3	-1	-11	3	3
COC(=O)c1cc(OC)c(OC)cc1NCC(=O)Nc1ccc(OC)c(OC)c1	-11	-5	-14	-2	-433	2	-15	-4
